HTT ATP protect – qHTS Multiplex Assay to Identify Dual Action Probes in a Cell Model of Huntington: Cytoprotection (ATP). PC12 HTT-Q103 induced, cytoprotection, ATP luminescence, 40 h. AID 1471, 2008. 230,000 tested, 0.14% active. Potency, µM (top dose mostly 56.4 µM), inactives show cytoprotection (ATP increase), usual class: activators;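 also: % of control where 0% means no effect; nearly all actives have a fitted effect of over 45% in size; toxic huntingtin expression switched on by the ecdysone agonist tebufenozide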
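ATP quantification (ATPlite) reports survival of PC12 cells in which tebufenozide, 100 nM final, switches on Htt exon 1 with 103 glutamines linked to GFP; compounds are titrated.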
Tau FP inhib – qHTS for Inhibitors of Tau Fibril Formation, Fluorescence Polarization. Microtubule-associated protein tau (Homo sapiens), P10636. 280,000 tested, 0.39% active. Potency, µM (highest dose often 57.7 µM), without a hit: at the top dose activity, negative = inhibition, usual class: inhibitors. K18 P301L tau heparin fibrillization, Alexa594 FP, 6 h. AID 1468, 2008; also: % is scaled to controls: 0 for no effect and ±100 for the full control effect; nearly all actives have a fitted effect of over 55% in size
Target sequence (P10636 561-689 P618L limits assumed): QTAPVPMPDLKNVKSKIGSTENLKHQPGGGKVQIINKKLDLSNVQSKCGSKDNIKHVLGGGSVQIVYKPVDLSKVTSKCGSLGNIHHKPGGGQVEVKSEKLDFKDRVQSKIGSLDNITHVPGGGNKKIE
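Read-out: fluorescence polarization of Alexa 594-labeled tau (0.24 uM), 555 nm excitation, 632 nm emission. Mixtures held 15 uM unlabeled K18 P301L, compound and 20 uM heparin, pH 7 acetate buffer, incubated 6 hr at 37 C.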
Tau fluor cs – Counterscreen qHTS for Inhibitors of Tau Fibril Formation, Fluorescence Polarization. Potency, µM (titrated, usually from 57.7 µM), inactives show at the top dose activity change, negative = decrease. AID 1463, 2008. 280,000 tested, 0.93% active. tau K18 P301L Alexa594 fluorescence, heparin fibrillization; also: % is scaled to controls: 0 for no effect and ±100 for the full control effect; nearly all actives have a fitted effect of over 55% in size
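Human tau K18 P301L (15 uM unlabeled, 0.24 uM Alexa 594-labeled) in 100 mM sodium acetate pH 7 with 20 uM heparin, 6 hr at 37 C. ThT 30 uM added, 1 hr ambient; Alexa 594 FP and total fluorescence read at 555/632 nm.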
Tau fibril ThT – qHTS for Inhibitors of Tau Fibril Formation, Thioflavin T Binding. recombinant tau K18 P301L, heparin-induced fibrillization, ThT fluorescence. 270,000 tested, 2.1% active. AID 1460, 2008. Potency, µM (highest dose often 57.4 µM), inactives show top-dose activity, negative = inhibition, most hits filed as inhibitors; also: % is scaled to controls: 0 for no effect and ±100 for the full control effect; nearly all actives have a fitted effect of over 55% in size
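Using a mix of unlabeled (15 uM) and Alexa 594-labeled (0.24 uM) tau K18 P301L, heparin-triggered fibrillization over 6 hr at 37 C was scored by ThT fluorescence.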
TRb-SRC2 inh – qHTS for Inhibitors of the Interaction of Thyroid Hormone Receptor and Steroid Receptor Coregulator 2. Thyroid hormone receptor beta (Homo sapiens), P10828. TRbeta-SRC2 peptide binding, fluorescence polarization; receptor liganded with 1 µM T3. Potency, µM (titrated, usually from 106 µM), for inactives: top-dose activity change, negative = inhibition, most hits filed as inhibitors. 280,000 tested, 0.065% active. AID 1469, 2008;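 also: plate controls were bound peptide for no effect and peptide without receptor for full effect; nearly all actives have a fitted effect of over 50% in size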
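Compounds were added to 0.6 uM TRb ligand-binding domain and 20 nM Texas Red-labeled SRC2 peptide in Tris buffer containing 1 uM T3, incubated 5 hr at ambient temperature, then read by fluorescence polarization.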
RECQ1 helicase – qHTS Assay for Inhibitors of RecQ-Like Dna Helicase 1 (RECQ1). 240,000 tested, 0.54% active. RECQ1 DNA unwinding, red fluorescence kinetic read. Potency, µM (highest dose often 57.3 µM), for the others: at the highest dose activity, negative = inhibition, hits mostly inhibitors. AID 2549, 2010;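 also: plate controls were vehicle for no effect and no enzyme for full effect; nearly all actives have a fitted effect of over 30% in size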
Target sequence (P46063 whole entry, looked up): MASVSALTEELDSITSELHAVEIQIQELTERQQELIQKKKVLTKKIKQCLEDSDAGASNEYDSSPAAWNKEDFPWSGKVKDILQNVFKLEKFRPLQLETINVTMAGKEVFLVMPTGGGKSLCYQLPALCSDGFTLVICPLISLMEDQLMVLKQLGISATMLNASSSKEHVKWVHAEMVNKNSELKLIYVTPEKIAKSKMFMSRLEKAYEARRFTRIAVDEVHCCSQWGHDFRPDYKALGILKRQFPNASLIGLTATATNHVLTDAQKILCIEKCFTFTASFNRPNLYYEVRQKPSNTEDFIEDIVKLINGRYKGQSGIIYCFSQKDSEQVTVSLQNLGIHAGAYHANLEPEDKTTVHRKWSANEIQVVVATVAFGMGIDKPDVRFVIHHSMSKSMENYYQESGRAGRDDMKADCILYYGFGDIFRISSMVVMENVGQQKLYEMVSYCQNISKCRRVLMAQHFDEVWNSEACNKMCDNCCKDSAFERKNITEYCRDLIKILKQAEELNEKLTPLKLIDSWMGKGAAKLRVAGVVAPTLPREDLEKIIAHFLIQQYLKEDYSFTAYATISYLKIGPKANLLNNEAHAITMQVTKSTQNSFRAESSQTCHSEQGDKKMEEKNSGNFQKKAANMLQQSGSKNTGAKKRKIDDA
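RECQ1T1 50 nM; forked duplex (20 bp + 30-nt ss tails) 200 nM, ATP 2 mM final; pH 8.0, 2 mM MgCl2, 2.5 ug/ml poly(dI-dC); 15 min compound preincubation; discontinuous kinetic read over 2 h at RT.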
L3MBTL1 block – qHTS Assay for the Inhibitors of L3MBTL1 | 230,000 tested, 0.66% active | Potency, µM (doses to about 57.1 µM), without a hit: at the top dose activity, negative = inhibition, most hits filed as inhibitors | Lethal(3)malignant brain tumor-like protein 1 (Homo sapiens), Q9Y468 | AlphaScreen L3MBTL1–H3K9me1 peptide binding; also: % is scaled to controls: 0 for no effect and ±100 for the full control effect; nearly all actives have a fitted effect of over 60% in size
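L3MBTL1 (50 nM) pre-complexed 30 min with biotinylated H3(1-15)K9me1 peptide (75 nM), then compounds added for 30 min at room temperature; AlphaScreen streptavidin donor/nickel chelate acceptor beads (10 ug/mL final) read after 30 min dark incubation.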
TexasRed fluor – Total Fluorescence Counterscreen for Inhibitors of the Interaction of Thyroid Hormone Receptor and Steroid Receptor Coregulator 2 | TRb/SRC2 Texas Red total fluorescence interference | Potency, µM (titrated, usually from 106 µM), inactives show at the top dose fluorescence change, negative = quenching | 280,000 tested, 0.29% active | AID 1479, 2009; active = well fitted curve in either direction with a large enough effect; inconclusive = small, poorly fitted or top-dose-only effect; also: % is scaled to controls: 0 for no effect and ±100 for the full control effect
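Human TRb ligand-binding domain at 0.6 uM with 20 nM Texas Red SRC2 peptide in Tris buffer containing 1 uM T3 and 5% DMSO, incubated with compound 5 h at ambient temperature. Total fluorescence (555/632 nm) calculated as parallel + 2 × perpendicular.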
An asterisk follows results filed as active; i = inactive; u = inconclusive; x = no result given; & = joins results of further samples; [ ] = dose if it differs, or a comment. Unless noted, calls follow the shape of the dose curve; as a rule, active = well fitted curve in the direction sought with a large enough effect; inconclusive = small, poorly fitted or top-dose-only effect, or another doubt; inactive = no such curve, though single readings can be large; an effect the other way counts as inactive or inconclusive. Potency is read from the fitted curve at half-maximal effect. Not all compounds are listed. The share of hits here may be higher or lower than overall.

SMILES	HTT ATP protect	Tau FP inhib	Tau fluor cs	Tau fibril ThT	TRb-SRC2 inh	RECQ1 helicase	L3MBTL1 block	TexasRed fluor
CCc1nc(N2CCCC2C(=O)O)c2oc3ccccc3c2n1 (configuration not stated)	-7%	1%	-7%	-6%	10%	-3%	3%	-1%
CC(C)(C)OC(=O)N[C@@H](Cc1ccccc1)c1nnc(S(=O)(=O)Cc2ccccc2)o1	-125%[inhibitor]	-9%	3%	-4%	-10%	-1%	-1%	-3%
O=Cc1cnc(N2CCOCC2)nc1	4%[10 µM]	7%	-3%	-2%	0%	1%	8%	-1%
NC(=O)c1ccc(-n2c(CCC(=O)O)ccc2-c2cccs2)cc1	-15%	-2%	-14%	-9%	-1%	-1%	x	-3%
CCOC(=O)c1ccc(CN(Cc2ccccc2)S(=O)(=O)c2ccc(C)cc2)cc1	x	-3%	-2%	10%	8%	x	x	-4%
Nc1nc(N2CCN(c3ccc(Cl)cc3)CC2)n[nH]1	-30%[inhibitor][1.9 µM]	-1%	-7%	-17%	4%	i	-8%	-3%
CC(C)c1ccc(Nc2cc(C(=O)NC3CCCCC3)c3ccccc3n2)cc1	x	-1%	8%	11%	-7%	x	x	-2%
CC(C)NC(=O)CN1CCN(Cc2nc(C(c3ccccc3)c3ccccc3)no2)CC1	-19%[10 µM]	7%	-6%	-2%	-2%	-6%	4%	-2%
CCOCCCNC(=O)N1CCOCC1	-13%	2%	3%	0%	-9%	-2%	0%	-2%
CS(=O)(=O)Oc1ccc2c(c1)O/C(=C\C=C\c1ccccc1)C2=O	-3%[10 µM]	-7%	u	u	4%	22%	x	-2%
CCc1cccc(NS(=O)(=O)c2c(C)[nH]c(=O)[nH]c2=O)c1	x	u	-27%	u	-5%	x	x	2%
O=C(CC1Oc2ccccc2NC1=O)NCCCN1CCCC1=O (configuration not stated)	7%	-2%	-7%	-11%	-8%	-7%	x	-1%
O=[N+]([O-])c1ccc2c(c1)c(-c1ccccc1)nc1nncn12	-34%[inhibitor]	2%	-5%	-7%	-1%	i	17%	-1%
CC1CN(C)C(C)CC1NCc1ccc2c(c1)OCO2 (configuration not stated)	-9%[0.074 µM]	-2%	-8%	-9%	3%	u	-1%	3%
Cc1ccccc1N=Nc1c(C)[nH]n(-c2ccccc2)c1=O	-4%[10 µM]	2%	-17%	-17%	6%	i	-7%	-6%

One compound at a time (already shown). Screens in order: HTT ATP protect	Tau FP inhib	Tau fluor cs	Tau fibril ThT	TRb-SRC2 inh	RECQ1 helicase	L3MBTL1 block	TexasRed fluor
Listed for CS(=O)(=O)Oc1ccc2c(c1)O/C(=C\C=C\c1ccccc1)C2=O → -3%[10 µM]	-7%	u	u	4%	22%	x	-2%
Listed for CCc1cccc(NS(=O)(=O)c2c(C)[nH]c(=O)[nH]c2=O)c1 → x	u	-27%	u	-5%	x	x	2%
Listed for CC1CN(C)C(C)CC1NCc1ccc2c(c1)OCO2 (configuration not stated) → -9%[0.074 µM]	-2%	-8%	-9%	3%	u	-1%	3%

Continuation:
SMILES	HTT ATP protect	Tau FP inhib	Tau fluor cs	Tau fibril ThT	TRb-SRC2 inh	RECQ1 helicase	L3MBTL1 block	TexasRed fluor
CC1CCN(S(=O)(=O)c2ccc(S(=O)(=O)NCc3cccnc3)cc2)CC1	x	4%	2%	5%	-9%	i	0%	-2%
CSc1nnc(C)c(/C=C/Nc2ccc(F)cc2F)n1	x	-3%	-11%	25µM*	-2%	1%	-7%	-4%
CN1CCN(c2nc(-c3ccccc3)ncc2S(=O)(=O)c2ccccc2)CC1	-8%	2%	-14%	-3%	-7%	15%	u	-1%
c1ccc(C2=Nn3c(nnc3-c3n[nH]c4c3CCC4)SC2)cc1	-91%[inhibitor][0.074 µM]	-3%	-1%	-13%	-4%	-4%	3%	0%
CCn1c(SCC(=O)Nc2nc(C)cs2)nnc1-c1ccco1	2%[10 µM]	3%	1%	-6%	-6%	-8%	-16%	0%
Cc1ccc(NC(=O)CN2C(=O)CCSc3ccccc32)c(C)c1	x	-3%	-3%	-2%	0%	x	x	0%
Cc1ccc(/C=C/C(=O)N2CCC(Cc3ccccc3)CC2)cc1	-4%[10 µM]	-1%	-4%	u	-3%	-7%	12%	1%
CCOC(=O)C1=C(c2ccccc2)Nc2ncnn2C1c1ccc(O)cc1 (configuration not stated)	-7%[10 µM]	-8%	-11%	-6%	-1%	-8%	7%	-2%
Cc1ccc2nc(SCC(=O)NCC3CCCO3)c(C#N)cc2c1 (configuration not stated)	-24%[10 µM]	5%	5%	6%	7%	11%	7%	1%
O=C(c1ccco1)N1CCN(S(=O)(=O)c2cccc(C(F)(F)F)c2)CC1	-10%[0.074 µM]	-11%	-9%	-1%	-1%	-12%	-3%	1%
O=C(COC(=O)Cc1ccc(Cl)cc1Cl)Nc1ccccc1OC(F)F	0%[0.074 µM]	-1%	-18%	-11%	-1%	i	u	1%
O=C(NCCCN1CCOCC1)c1cc(C(=O)C2CCCCC2)c[nH]1	-11%[10 µM]	1%	4%	1%	-3%	-11%	-8%	-5%
CCOc1cc(/C=N\NC(=O)c2ccc(NC(=O)C(C)(C)C)cc2)ccc1OC(=O)c1ccc(C)cc1	1%	-10%	-12%	-2%	2%	i	x	-1%
Cc1ccc(C(=O)NC2CCN(S(=O)(=O)c3ccc(C)cc3)CC2)cc1	30%[10 µM]	-3%	4%	7%	-1%	3%	-5%	-2%
O=[N+]([O-])c1ccn(-c2nc(-c3cccs3)cc(C(F)(F)F)n2)n1	17%	-2%	-16%	-16%	-2%	-12%	x	-2%
CCOc1ccc(NC(=O)c2c(NC(=O)c3ccco3)sc3c2CCC(C(C)(C)C)C3)cc1 (configuration not stated)	x	-14%	-8%	-7%	1%	x	x	-3%
CCOCCCN(C(=O)Cn1nnc(-c2ccc(OC)c(OC)c2)n1)C(CC)C(=O)NC1CCCC1 (configuration not stated)	11%	2%	-13%	-4%	5%	-4%	-16%	-4%
CCOc1ccc(C(=O)NCc2nc3cccnc3n2Cc2ccc(F)cc2)cc1OCC	x	-3%	-14%	-1%	-4%	x	x	-2%
O=C1Nc2cc(Cl)c(Cl)cc2N(O)N1c1ccc(Cl)c(Cl)c1	-27%	10%	-2%	1%	-3%	i	-1%	0%
CCCCNC(=O)CSc1nc2cc3c(cc2c(=O)n1CCCC(=O)NCc1ccc2c(c1)OCO2)OCO3	x	u	0%	14%	2%	x	x	-4%
NCCSc1c(-c2ccc(Cl)cc2)[nH]c2ccccc12	-28%[10 µM]	u	u	-15%	-1%	-9%	-16%	-1%
CCN(CC(=O)NCc1cccs1)c1nnnn1-c1ccccc1	-18%	2%	5%	6%	-4%	-1%	-1%	2%
O=C1N=C(N2CCCC2)S/C1=C\c1cccc(Br)c1	7%	10%	6%	u	2%	-7%	x	1%
CCN(CC)S(=O)(=O)c1ccc(/C=C/C(=O)OCC(=O)Nc2cccc3ccccc23)cc1	-12%[10 µM]	-9%	-16%	-18%	-2%	-5%	-3%	1%
C=CCN1c2ccccc2[C@]23C[C@@H](C(=O)OC)N(C(=O)c4cc(C)oc4C)C2=NC(C(=O)OC)=C(C(=O)OC)[C@H]13	7%&5%[10 µM]	6%[11.6 µM]	1%[11.6 µM]	-5%[11.5 µM]	5%[11.2 µM]	-16%[11.5 µM]	x	-1%[11.2 µM]
OCCCc1nc2n(n1)C(c1cccc(Cl)c1)C=C(c1ccccc1)N2 (configuration not stated)	x	3%	-6%	-6%	7%	x	x	1%
Nc1c(C(=O)c2ccccc2)oc2ccc([N+](=O)[O-])cc12	-11%[10 µM]	-1%	-39%	x	3%	-12%	x	-4%
CC(C)NC(=O)CN(CCc1ccccc1)S(C)(=O)=O	-8%	2%	3%	3%	3%	-15%	0%	1%
Cc1ccc(-c2nnc(-c3ccc(NC(=O)Cc4cccs4)cc3)o2)cc1	-3%	-4%	-9%	-4%	1%	-1%	-8%	-2%
COc1ccc(/C=C/C(=O)Oc2cccc(/C=N/NC(=O)Cc3ccc(Br)cc3)c2)cc1	14%[10 µM]	-8%	-19%	0%	8%	18%	x	-1%
O=C(NC(=S)NNC(=O)c1cccs1)c1ccco1	-77%[inhibitor]	-5%	-3%	-1%	-18%	-10%	50%[activator]	-1%
CCOC(=O)c1ccc(NC(=O)CSc2nnc(NC(=O)c3ccc(S(=O)(=O)N4CCOCC4)cc3)s2)cc1	x	2%	-8%	8%	5%	0%	2%	-1%
CCOc1ccc(/C=C/C(=O)Nc2ccc(N3CCOCC3)cc2)cc1	-18%	-2%	-21%	u	-12%	-5%	-2%	-2%
COC(=O)c1sccc1NC(=O)Cn1nnc(-c2ccc(C)cc2)n1	-11%[0.074 µM]	-10%	-17%	-2%	15%	-8%	8%	0%
Cc1ccc(OCc2cc(=O)n3c4c(sc3n2)CCCC4)cc1C	x	-2%	-5%	u	1%	x	x	-1%
COc1ccc(-c2nnc(SCC(=O)N/N=C/c3ccccc3C(=O)O)n2-c2ccccc2)cc1	x	5%	6%	3%	4%	-7%	-9%	-3%
CSc1ccccc1C(=O)Nc1ccc(C)c(C)c1	-29%	2%	-14%	-20%	1%	-14%	x	0%
NS(=O)(=O)c1ccc(NC(=S)Nc2ccc(Br)c(Cl)c2)cc1	-34%	u	u	3%	-6%	-6%	x	-2%
CC(=O)C1C(=O)c2c(cccc2[N+](=O)[O-])C1=Nc1ccc(S(N)(=O)=O)cc1 (configuration not stated)	6%[10 µM]	u	u	13µM*	0%	i	-16%	-13%
